MITF act: activators of MITF-driven TRPM1 promoter activity in SK-MEL-5 cells | SK-MEL-5 TRPM1-promoter luciferase, 24 h; % of positive control, neutral wells = 0 | activation, % at 12.5 µM | 0.75% of 300,000 active | AID 588334;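 active = mean activation of at least 80% with every replicate also reaching 80%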;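 also: 0% = neutral control wells and 100% = parthenolide positive control wells; values of inactives mirror those of a sister screen read the other way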
dFosB activator: mouse delta FosB homodimer activation; P13346; purified delta FosB, TAMRA-CDK5 oligo fluorescence polarization; percent of positive-control signal above neutral wells; activation, % at 25 µM; 0.99% of 340,000 active; AID 493131;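 active = mean activation above about 17%, with every replicate also reaching it, limit read from the data, passing the limit was not always enough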;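 also: fluorescence polarization rise as delta FosB binds a TAMRA Cdk5 AP-1 oligo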
Target sequence (P13346 whole entry, looked up): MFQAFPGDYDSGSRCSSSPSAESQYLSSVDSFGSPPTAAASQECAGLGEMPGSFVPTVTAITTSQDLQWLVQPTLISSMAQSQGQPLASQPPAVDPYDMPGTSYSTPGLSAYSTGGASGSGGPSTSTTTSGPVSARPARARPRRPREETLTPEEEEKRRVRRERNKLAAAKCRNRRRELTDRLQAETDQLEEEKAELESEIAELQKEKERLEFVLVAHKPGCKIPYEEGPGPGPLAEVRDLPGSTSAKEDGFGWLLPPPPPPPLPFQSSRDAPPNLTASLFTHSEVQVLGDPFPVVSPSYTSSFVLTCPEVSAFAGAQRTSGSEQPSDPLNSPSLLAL
CAL PDZ FP-1: inhibitors of human CAL PDZ peptide binding; inhibition, % at 20 µM; purified CAL PDZ, TMR-peptide fluorescence polarization, 1 h; AID 504414; 0.02% of 330,000 active; Q9HD26;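 active = highest replicate inhibition of at least 40%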;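 also: plate controls were DMSO neutral control wells for no effect and unlabeled competitor peptide control wells for full effect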
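Read-out basis: mP drop reported as inhibition | Assay system: Tagged CAL PDZ protein CerCALP, purified | Benchmarks: Unlabelled peptide for full inhibition, DMSO wells as neutral | Schedule: 1 h incubation at room temperature before polarization reading | Buffer or medium: Sodium phosphate/NaCl buffer pH 7.4 with TCEP, IgG, Thesit | Doses: Single point, 20 µM | Measured by: Fluorescence polarization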
PvdQ inh: blocks Pseudomonas aeruginosa PvdQ acylase activity | purified PvdQ acylase, fluorescence plate reader | inhibition, % at 10 µM | 0.063% of 340,000 active; in the data active = inhibition above about 30%, passing the limit was not always enough;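 also: 0% = vehicle neutral wells and 100% = reference inhibitor wells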
NSD2 inh: inhibitors of human histone methyltransferase NSD2. O96028. NSD2 peptide methylation, AlphaScreen, 120 min. inhibition, % at 12.5 µM. 0.54% of 310,000 active. AID 743445; in the data active = inhibition above about 50%
Rtt109 HAT inh: C. albicans Rtt109 histone acetyltransferase inhibition | purified Rtt109/Vps75, ThioGlo CoA-SH fluorescence, 4 h | 0.16% of 330,000 active | inhibition, % at 34.9 µM;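 active = inhibition of at least 50% in every replicate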
PfHsp90 yeast 2: growth inhibition of yeast expressing Plasmodium Hsp90 | S. cerevisiae expressing PfHsp90, BacTiter-Glo ATP, 48 h; yeast lacking PDR1 and PDR3 efflux regulators | inhibition, % at 9.4 µM | 0.32% of 310,000 active | AID 504621;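 active = every replicate shows inhibition above about 80%, whatever the replicate mean, limit read from the data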;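 also: 0% = DMSO neutral controls and 100% = 20 µM radicicol positive controls; yeast relying on Plasmodium falciparum Hsp90 in place of its own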
CAL PDZ FP-2: blocks peptide binding to the human CAL PDZ domain. purified CAL PDZ, TMR-peptide fluorescence polarization, 1 h. AID 602252. Q9HD26. inhibition, % at 24.9 µM. 0.92% of 300,000 active;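 active = mean inhibition of at least 30% with at least half of replicates also reaching 30%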;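 also: 0% = DMSO neutral control and 100% = excess unlabeled competitor peptide PRC23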
SR-BI DiI-HDL act: SR-BI HDL lipid transfer activation; 0.096% of 320,000 active; activation, % at 12.5 µM; CHO ldlA[mSR-BI] cells, DiI-HDL uptake fluorescence, 3 h; 100 = double the neutral-control signal; AID 504775;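 active = mean replicate activation of at least 60% and every replicate at or above 60%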;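 also: 0% = median plate neutral-control signal and 100% = twice that signal; values of inactives mirror those of a sister screen read the other way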
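Material – SR-BI-overexpressing, LDLR-lacking CHO cells · Medium – BSA-supplemented, HEPES-buffered Ham's F12, pH 7.4 · Doses – single concentration · Times – compound with DiI-HDL co-incubation, 3 h at 37 °C · Measured by – bottom-read fluorescence, 550/595 nm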
SR-BI DiI inh: mouse SR-BI HDL lipid transfer inhibition; Q61009; ldlA[mSR-BI] CHO cells, DiI-HDL uptake fluorescence, 3 h; inhibition, % at 12.5 µM; 0.96% of 320,000 active; AID 488896;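 active = mean replicate inhibition of at least 70% and a set share of replicates each scoring 70 or more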;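 also: 0% = median of neutral control wells and 100% = median of positive control wells; values of inactives mirror those of a sister screen read the other way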
Target sequence (Q61009 whole entry, looked up): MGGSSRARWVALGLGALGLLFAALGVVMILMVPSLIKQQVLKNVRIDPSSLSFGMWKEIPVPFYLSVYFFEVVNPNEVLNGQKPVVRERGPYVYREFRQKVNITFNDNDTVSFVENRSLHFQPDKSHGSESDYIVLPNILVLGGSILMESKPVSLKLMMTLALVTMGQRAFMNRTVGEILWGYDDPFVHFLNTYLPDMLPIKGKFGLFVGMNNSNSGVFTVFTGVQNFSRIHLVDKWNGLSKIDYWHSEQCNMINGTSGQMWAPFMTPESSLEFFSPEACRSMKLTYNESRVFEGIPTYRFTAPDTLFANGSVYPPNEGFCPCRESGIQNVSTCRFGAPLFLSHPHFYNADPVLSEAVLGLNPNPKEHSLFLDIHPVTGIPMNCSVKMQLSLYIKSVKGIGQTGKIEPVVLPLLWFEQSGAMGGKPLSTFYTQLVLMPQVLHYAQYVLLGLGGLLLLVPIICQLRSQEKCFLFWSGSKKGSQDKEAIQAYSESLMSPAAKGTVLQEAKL
* hit, by the source's call; / = no result given.

1. CN(c1ccc(OCC(=O)OCC(=O)Nc2ccccc2F)cc1)S(=O)(=O)c1cccs1
2. CCOc1ccc(S(=O)(=O)N/N=C\c2ccc3c(c2)OCO3)cc1
3. CN(CC(=O)Nc1ccc(F)cc1)C(=O)CCc1nc2sc3c(c2c(=O)[nH]1)CCCC3
4. COc1ccc(/C(C)=N/NC(=O)CNC(=O)c2ccco2)c(OC)c1
5. COc1cc(C(=O)NCC(c2ccco2)N2CCCC2)ccc1OCc1c(C)noc1C (configuration not stated)
6. CCOc1ccc(-c2csc(NC(=O)C3CCCO3)n2)cc1 (configuration not stated)

compound no. | 1 | 2 | 3 | 4 | 5 | 6
MITF act | 15 | 4 | 3 | -6 | -1 | 36
dFosB activator | -5 | -5 | 11 | 9 | -9 | -4
CAL PDZ FP-1 | -2.9 | -1.8 | 0.5 | -2.3 | -0.1 | -2.1
PvdQ inh | -2 | 4 | -8 | -19 | -9 | -9
NSD2 inh | -2 | 2 | 2 | -6 | 0 | 5
Rtt109 HAT inh | -5 | 8 | 5 | 6 | -8 | 3
PfHsp90 yeast 2 | -3 | 12 | / | -3 | -2 | 13
CAL PDZ FP-2 | -2 | 0 | 5 | -4 | 0 | -4
SR-BI DiI-HDL act | 20 | 1 | -19 | 11 | -47 | -12
SR-BI DiI inh | -20 | -1 | 19 | -11 | 47 | 12

7. Cc1ccn2cc(-c3cccc(NC(=O)c4cccs4)c3)nc2c1
8. CCOC(=O)Cn1nc(C)c(NC(=O)COc2ccc(F)cc2F)c1C
9. CC(=O)Nc1cccc(Nc2nc(-c3ccccc3)nc3ccccc23)c1
10. Clc1ccc(CN2C3=NCCCN3c3ccccc32)cc1
11. O=C1CN(C(=O)COc2c(Cl)cccc2Cl)c2ccccc2N1
12. O=C(Cc1ccc(F)cc1)Nc1c2c(nn1-c1cccc(Cl)c1)CS(=O)C2 (configuration not stated)

compound no. | 7 | 8 | 9 | 10 | 11 | 12
MITF act | 37 | 1 | -12 | 9 | -5 | -2
dFosB activator | -1 | -5 | -12 | -11 | -1 | 3
CAL PDZ FP-1 | -5.7 | -1.4 | -2.3 | -0.5 | -1.1 | -2.0
PvdQ inh | 3 | -7 | -7 | -19 | -11 | -9
NSD2 inh | 43 | / | -2 | 1 | -3 | -3
Rtt109 HAT inh | 13 | -1 | -9 | -5 | 3 | 19
PfHsp90 yeast 2 | -2 | / | 6 | 7 | -7 | 21
CAL PDZ FP-2 | -2 | 0 | / | -2 | -5 | -1
SR-BI DiI-HDL act | -4 | 13 | -57 | -1 | -22 | 5
SR-BI DiI inh | 4 | -13 | 57 | 1 | 22 | -5

Shown with each value named: part of the list above.
8) CCOC(=O)Cn1nc(C)c(NC(=O)COc2ccc(F)cc2F)c1C
  MITF act = 1
  dFosB activator = -5
  CAL PDZ FP-1 = -1.4
  PvdQ inh = -7
  NSD2 inh = /
  Rtt109 HAT inh = -1
  PfHsp90 yeast 2 = /
  CAL PDZ FP-2 = 0
  SR-BI DiI-HDL act = 13
  SR-BI DiI inh = -13

9) CC(=O)Nc1cccc(Nc2nc(-c3ccccc3)nc3ccccc23)c1
  MITF act = -12
  dFosB activator = -12
  CAL PDZ FP-1 = -2.3
  PvdQ inh = -7
  NSD2 inh = -2
  Rtt109 HAT inh = -9
  PfHsp90 yeast 2 = 6
  CAL PDZ FP-2 = /
  SR-BI DiI-HDL act = -57
  SR-BI DiI inh = 57

10) Clc1ccc(CN2C3=NCCCN3c3ccccc32)cc1
  MITF act = 9
  dFosB activator = -11
  CAL PDZ FP-1 = -0.5
  PvdQ inh = -19
  NSD2 inh = 1
  Rtt109 HAT inh = -5
  PfHsp90 yeast 2 = 7
  CAL PDZ FP-2 = -2
  SR-BI DiI-HDL act = -1
  SR-BI DiI inh = 1

The listing picks up, starting 4 compounds before the break.
9. CC(=O)Nc1cccc(Nc2nc(-c3ccccc3)nc3ccccc23)c1
10. Clc1ccc(CN2C3=NCCCN3c3ccccc32)cc1
11. O=C1CN(C(=O)COc2c(Cl)cccc2Cl)c2ccccc2N1
12. O=C(Cc1ccc(F)cc1)Nc1c2c(nn1-c1cccc(Cl)c1)CS(=O)C2 (configuration not stated)
13. CC(C)n1cnnc1SCC(=O)Nc1cccc(S(=O)(=O)N(C)c2ccccc2)c1
14. Fc1ccccc1N1CCN(Cc2nc(-c3ccc(Cl)cc3Cl)no2)CC1
15. CCOc1ccc(-n2c(CCc3ccccc3)n[nH]c2=S)cc1
16. C=CCn1c(O)c(C(CC)=Nc2ccccc2NC(=O)CC)c(=O)[nH]c1=O
17. O=C(NNC(=O)C12CC3CC(CC(C3)C1)C2)c1ccccc1F
18. CCOc1ccc(N2C(=O)C3C4C=CC([C@H]5CC45)[C@@H]3C2=O)cc1 (some centres not stated)

compound no. | 9 | 10 | 11 | 12 | 13 | 14 | 15 | 16 | 17 | 18
MITF act | -12 | 9 | -5 | -2 | -7 | -5 | -2 | -5 | -14 | 25
dFosB activator | -12 | -11 | -1 | 3 | -8 | -13 | -11 | 12 | 1 | -5
CAL PDZ FP-1 | -2.3 | -0.5 | -1.1 | -2.0 | -0.3 | -5.3 | 0.0 | 0.4 | -2.2 | /
PvdQ inh | -7 | -19 | -11 | -9 | 5 | -6 | -1 | -9 | -17 | -20
NSD2 inh | -2 | 1 | -3 | -3 | / | 7 | 1 | -3 | 0 | -3
Rtt109 HAT inh | -9 | -5 | 3 | 19 | -4 | 4 | 9 | 3 | -1 | 0
PfHsp90 yeast 2 | 6 | 7 | -7 | 21 | 10 | -18 | -13 | / | -10 | 15
CAL PDZ FP-2 | / | -2 | -5 | -1 | -1 | -2 | 3 | / | 0 | -5
SR-BI DiI-HDL act | -57 | -1 | -22 | 5 | -3 | 7 | 4 | 4 | 3 | -12
SR-BI DiI inh | 57 | 1 | 22 | -5 | 3 | -7 | -4 | -4 | -3 | 12

19. CC(=O)NNc1[nH]c2c(c(=O)c1[N+](=O)[O-])c(=O)n(C)c(=O)n2C
20. O=C(O)CC/C(=N/NC(=O)CNC(=O)c1ccc2c(c1)OCCO2)c1ccccc1
21. Cc1ccc(NC(=O)CN(C)C(=O)CSc2nc3ccccc3c(=O)n2Cc2ccco2)cc1
22. CCOC(=O)N1CCN(c2ncnc3c2cnn3-c2ccc(OC)cc2)CC1
23. COc1ccc(CN2C(=O)CN=C2Nc2cc(C)ccc2C)cc1
24. CC(CCc1ccccc1)NC(=O)C1CCN(S(=O)(=O)c2ccc(F)cc2)CC1 (configuration not stated)

compound no. | 19 | 20 | 21 | 22 | 23 | 24
MITF act | 10 | -4 | 6 | 24 | -2 | 1
dFosB activator | 4 | 5 | -7 | -3 | -8 | -11
CAL PDZ FP-1 | -1.0 | -2.9 | / | -4.4 | -1.3 | -0.6
PvdQ inh | -11 | 1 | 7 | -7 | -11 | 14
NSD2 inh | 2 | 3 | 0 | -2 | -1 | -2
Rtt109 HAT inh | -4 | -3 | 7 | -11 | 3 | 23
PfHsp90 yeast 2 | -14 | 2 | 12 | 3 | 15 | -7
CAL PDZ FP-2 | 5 | 2 | -4 | -5 | -3 | 8
SR-BI DiI-HDL act | 68* | / | -1 | -10 | 18 | -15
SR-BI DiI inh | -68 | / | 1 | 10 | -18 | 15

25. O=C(c1cc2cccc([N+](=O)[O-])c2oc1=O)N1CCOCC1
26. Cc1nnc2n(-c3ccccc3)c(=O)c3c4c(sc3n12)CC(C)CC4 (configuration not stated)
27. Cc1ccc2c(Cl)c(C)c(N3CCCCC3)nc2n1
28. CCOC(=O)CC(=O)Nc1ccc(Br)cc1C(=O)O
29. COc1ccccc1CC(=O)Nc1ccc2c(c1)OC1(CCCC1)O2
30. CNC(=S)NNC(=O)c1oc2nc(-c3ccccc3)cc(C)c2c1N

compound no. | 25 | 26 | 27 | 28 | 29 | 30
MITF act | / | 4 | 8 | 17 | 53 | /
dFosB activator | -3 | -1 | -3 | -1 | -9 | -4
CAL PDZ FP-1 | 0.0 | -2.3 | -1.2 | 0.1 | 0.7 | 0.5
PvdQ inh | -2 | -17 | 2 | -9 | -7 | -5
NSD2 inh | -2 | -3 | -5 | 12 | 3 | -3
Rtt109 HAT inh | -7 | -5 | 3 | 3 | 6 | -5
PfHsp90 yeast 2 | 37 | 15 | -23 | 17 | -2 | -2
CAL PDZ FP-2 | / | / | 0 | -4 | -3 | -3
SR-BI DiI-HDL act | 8 | -2 | -22 | -4 | -21 | 11
SR-BI DiI inh | -8 | 2 | 22 | 4 | 21 | -11

31. Nc1nc2ncc(C(=O)c3cc(F)ccc3O)cc2s1
32. O=C(NN1C(=O)C2C(C1=O)C1C=CC2C12CC2)c1ccncc1 (configuration not stated)
33. Cc1oc2c(CN(C)C)c(O)ccc2c(=O)c1-c1cscn1
34. O=C(CCCN1C(=O)/C(=C\c2cccs2)SC1=S)NNC(=O)c1ccncc1
35. COc1cc(C(=O)O/N=C2\C=CC(=O)C=C2C)cc(OC)c1OC
36. Cc1ccc(S(=O)(=O)NNC2=NCCCCC2)cc1

compound no. | 31 | 32 | 33 | 34 | 35 | 36
MITF act | -2 | 9 | -13 | -10 | 0 | -13
dFosB activator | 1 | -5 | -5 | 7 | -2 | -1
CAL PDZ FP-1 | -3.0 | 0.1 | -0.9 | -0.4 | -2.9 | -0.8
PvdQ inh | 3 | -9 | -3 | 4 | -2 | -4
NSD2 inh | -2 | 2 | / | 2 | 1 | 2
Rtt109 HAT inh | -2 | 10 | -3 | 1 | -1 | -5
PfHsp90 yeast 2 | -20 | -17 | 14 | -4 | 19 | 21
CAL PDZ FP-2 | 1 | 4 | 5 | -1 | -3 | -3
SR-BI DiI-HDL act | / | / | 14 | -6 | 19 | 22
SR-BI DiI inh | / | / | -14 | 6 | -19 | -22

37. COc1ccc(C(=O)c2sc3nc(-c4ccc(OC)cc4)ccc3c2N)cc1
38. COC(CNC(=O)CSCc1nc(-c2ccc(SC)cc2)oc1C)OC
39. O=C(Nc1cccnc1)C1CC(c2ccccc2O)=NO1 (configuration not stated)
40. CCOC(=O)N1CCN(C(=O)c2cnn(-c3ccccc3)c2NC(=O)c2ccccc2F)CC1

compound no. | 37 | 38 | 39 | 40
MITF act | 13 | -14 | 5 | 1
dFosB activator | 0 | -14 | 1 | -3
CAL PDZ FP-1 | -0.3 | -2.2 | -0.4 | -0.4
PvdQ inh | -22 | -3 | -13 | -12
NSD2 inh | 10 | -1 | 0 | 0
Rtt109 HAT inh | 4 | / | -1 | -4
PfHsp90 yeast 2 | 1 | 11 | -11 | -4
CAL PDZ FP-2 | -3 | -2 | -5 | -2
SR-BI DiI-HDL act | -35 | -18 | 20 | 7
SR-BI DiI inh | 35 | 18 | -20 | -7
